CHX counter = counter-screen for Shiga toxin inhibitors: cycloheximide protein synthesis inhibition | cell reporter, cycloheximide protein synthesis inhibition counterscreen | max response, % | hit rate 12% among 300,000; in the data active = max response mostly above about 13%, no sharp cut-off; inactive = mostly below about 14%; note: read at 38.3 µM for the half of the compounds with a filed dose; 0% is about no effect
Pf growth 96h = P. falciparum growth inhibition at 96 hour, primary screen for plastid delayed-death inhibitors; P. falciparum luciferase reporter growth, 96 h; Potency, µM (series often up to 28.7 µM), inactives show at the highest dose activity change, negative = inhibition, most hits filed as inhibitors; hit rate 6.9% among 320,000; AID 504834; note: potency is the fitted concentration of half-maximal effect; % is set by controls: 0 for no effect and ±100 for the full control effect
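Two-generation exposure (96 h) targets delayed-death phenotype. Reporter parasites carrying integrated firefly luciferase, in red cells at 2% hematocrit and 0.05% parasitemia final, kept at 37 C, 5% CO2; luminescence loss indicates inhibition.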
Pf growth 48h = inhibits P. falciparum growth in the first generation, 48 h; Potency, µM (highest dose often 28.7 µM), inactives show at the highest dose activity change, negative = inhibition, actives largely listed as inhibitors; AID 504832; hit rate 5.9% among 310,000; P. falciparum luciferase growth in erythrocytes, 48 h; note: potency is the fitted concentration of half-maximal effect; % is set by controls: 0 for no effect and ±100 for the full control effect
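Read-out is firefly luciferase luminescence from an integrated reporter in P. falciparum, so falling signal marks reduced parasite growth. Infected erythrocytes were at 2% hematocrit and 0.1% parasitemia (final) in Albumax-supplemented RPMI 1640.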
Shiga toxin inh = Shiga toxin inhibition. Vero cells, Shiga toxin protein synthesis inhibition reporter. inhibition, % at 38.7 µM. hit rate 9.2% among 290,000. AID 2315; in the data active = inhibition mostly above about 28%, no sharp cut-off; inactive = mostly below about 43%; note: 0% is about no effect
Sm TGR inh = blocks Schistosoma mansoni thioredoxin glutathione reductase. Q962Y6. purified TGR, DTNB reduction, TNB absorbance 405 nm. Potency, µM (highest dose often 114 µM), for the others: top-dose activity change, negative = inhibition, hits mostly inhibitors. hit rate 3% among 360,000; note: potency is the fitted concentration of half-maximal effect; % is set by controls: 0 for no effect and ±100 for the full control effect; nearly all actives have a fitted effect of over 60% in size
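TGR 20 nM + NADPH 100 uM (dispensed conc.), cpd preinc 15 min RT; start with NADPH (500 uM addition) then DTNB (15 mM addition). Kinetic TNB absorbance, 405 nm filter. Four-parameter Hill fit across titration.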
Giardia FBPA inh = inhibitors of Giardia lamblia fructose-1,6-bisphosphate aldolase; A8B2U2; purified Giardia FBPA; Potency, µM (titrated, usually from 59.6 µM), for inactives: at the top dose activity, negative = inhibition, usual class: inhibitors; hit rate 0.71% among 290,000; AID 2451; note: potency is the fitted concentration of half-maximal effect; % is set by controls: 0 for no effect and ±100 for the full control effect; nearly all actives have a fitted effect of over 55% in size
Target sequence (A8B2U2 whole entry, looked up): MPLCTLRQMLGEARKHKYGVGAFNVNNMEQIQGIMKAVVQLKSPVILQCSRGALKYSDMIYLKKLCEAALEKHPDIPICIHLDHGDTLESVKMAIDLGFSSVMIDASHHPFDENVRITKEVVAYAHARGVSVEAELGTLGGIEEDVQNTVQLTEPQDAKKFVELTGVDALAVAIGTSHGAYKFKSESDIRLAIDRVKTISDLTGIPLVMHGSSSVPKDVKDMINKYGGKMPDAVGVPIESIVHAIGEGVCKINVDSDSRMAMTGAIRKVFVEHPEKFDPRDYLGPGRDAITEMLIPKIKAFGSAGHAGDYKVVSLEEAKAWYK
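Giardia FBPA (40 nM reagent) was preincubated 10 min at RT with compound (up to 57.5 uM final), then substrate plus GAPDH/TPI/NAD/arsenate coupling system with diaphorase/resazurin was added; resorufin fluorescence (525/598 nm) was read after 20 min.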
Starred values were filed as active, the others as inactive; ? = inconclusive; nt = no result given; & = joins results of further samples; [ ] = dose if it differs, or a comment. Unless noted, calls come from the whole dose curve; as a rule, active = well fitted curve in the direction sought with a large enough effect; inconclusive = small, poorly fitted or top-dose-only effect, or another doubt; inactive = no such curve, though single readings can be large; an effect the other way counts as inactive or inconclusive.

A first look:
no.	SMILES	CHX counter	Pf growth 96h	Pf growth 48h	Shiga toxin inh	Sm TGR inh	Giardia FBPA inh
1	CC(=O)c1ccc(NC(=O)CCC(=O)N2CC(C)Oc3ccc(C)cc32)cc1 (stereo not drawn)	14	-1%	7%	10	-7%	nt
2	COc1ccc(OCc2nnc(SCC(=O)c3c(N)n(C)c(=O)n(C)c3=O)n2-c2ccccc2F)cc1	-2	?	?	11	nt	2%

The whole of this part, previewed entries included:
no.	SMILES	CHX counter	Pf growth 96h	Pf growth 48h	Shiga toxin inh	Sm TGR inh	Giardia FBPA inh
1	CC(=O)c1ccc(NC(=O)CCC(=O)N2CC(C)Oc3ccc(C)cc32)cc1 (stereo not drawn)	14	-1%	7%	10	-7%	nt
2	COc1ccc(OCc2nnc(SCC(=O)c3c(N)n(C)c(=O)n(C)c3=O)n2-c2ccccc2F)cc1	-2	?	?	11	nt	2%
3	O=C(CSc1nncs1)NCc1ccc(F)cc1	3	-14%	0%	13	-4%	4%
4	O=S(=O)(Nc1ccc(O)c(CN2CCCCC2)c1)c1ccccc1	12	0.59µM*	?	31	-6%	1%
5	CN(C)c1ccc(CN(C(=O)c2ccccc2Br)C2CCS(=O)(=O)C2)cc1 (stereo not drawn)	10*	13µM*	-13%	35*	-23%	nt
6	CCn1c(=O)cc(SCC(=O)Nc2cccc(SC)c2)c2ccccc21	3	7%	nt	12	6%	?
7	COc1ccccc1NC(=O)Nc1nc(CC(=O)NCc2cccnc2)cs1	nt	21%	18%	nt	0%	nt
8	CN1C(=O)/C(=C\N2CCc3ccccc32)C(=O)NC1=S	13*	9.3µM*	24%	14	?	?
9	CC(=O)c1ccc(OCCCOc2cccc3cccnc23)cc1	3	36%[activator]	?	-3	-4%	1%
10	CCCCCCNCCn1cnc2c(N)ncnc21	1	2%	-3%	-10	-23%	1%
11	CC(=N\Nc1ccc(Cl)cc1)/C(=N/O)C(=O)Nc1ccccc1	-5	39%[activator]	33%[activator]	-5	0%	9%
12	CCCCOC(=O)Nc1cccc(C(=O)OCC)c1	21*	216%[activator]	97%[activator]	83*	6%	5%

Other results follow.
no.	SMILES	CHX counter	Pf growth 96h	Pf growth 48h	Shiga toxin inh	Sm TGR inh	Giardia FBPA inh
13	Cc1nc2ccc(F)cc2cc1C(=O)NCc1ccco1	-2	?	12%	-2	2%	5%
14	O=C1CN(C(=O)CN2CCCCC2)C(c2ccccc2)c2cc(Br)ccc2N1 (stereo not drawn)	-4	-23%	-19%	-6	-14%	-3%
15	Cc1c(N2C(=O)c3ccc(F)cc3C2=O)c(=O)n(-c2ccccc2)n1C	4	13%	10%	-9	2%	2%
16	COC(C[C@@H](O)C[C@@H](O)COCc1ccccc1)OC	-4	42%[activator]	55%[activator]	-8	1%	10%
17	COC(=O)COc1cc(Cl)c(C=O)cc1OC	-3	?	0%	3	8%	1%
18	CCOc1cccc(NC(=O)C2CCCN(S(=O)(=O)c3ccc(OC)cc3)C2)c1 (stereo not drawn)	2	3%	4.7µM*	-14	17%	0%
19	COc1cc(NC(=O)C2CC(c3ccc(Cl)cc3)=NO2)cc(OC)c1OC (stereo not drawn)	-1	-10%	?	5	0%	-10%
20	O=C(COc1cnc2ccccc2n1)NCCC1=CCCCC1	1	199%[activator]	42%[activator]	-22	-3%	1%
21	CN(CCC1CCOCC1)C(=O)C1CCC(=O)N(CCc2ccccc2)C1 (stereo not drawn)	13	0%	5%	-28	-15%	nt
22	O=c1[nH]c(/C=C/c2ccc([N+](=O)[O-])cc2)c([N+](=O)[O-])c(=O)[nH]1	-2	9%	2%	2	-6%	-10%
23	N#CC(c1ccccc1)N1CCOCC1 (stereo not drawn)	-3	-13%	94%[activator]	-4	16%	-18%
24	Cc1ccc(S(=O)(=O)NC2CCCC2)cc1C(N)=O	-5	?	7%	11	3%	nt

Remaining list, next part:
no.	SMILES	CHX counter	Pf growth 96h	Pf growth 48h	Shiga toxin inh	Sm TGR inh	Giardia FBPA inh
25	O=C(CCCCO)CCCCCCCC[C@H]1N[C@H](CO)[C@H](O)[C@@H]1O[C@@H]1O[C@H](CO)[C@@H](O)[C@H](O)[C@H]1O	-3	-10%	-3%	-6	-8%	-7%
26	COc1cc(/C=N\NC(=O)c2ccc(Cn3cc(Br)c([N+](=O)[O-])n3)o2)cc(OC)c1O	13	2%	4%	-51	-14%	0%
27	COc1ccccc1C(=O)COC(=O)Cn1c(C)csc1=O	nt	11%	24%	nt	-1%	nt
28	O=C(COc1cccc(Cl)c1)NCc1ccccc1	8	-12%	10%	15	20%	15%
29	COc1ccc(NC(=O)C(=O)NCC(c2ccco2)N2CCc3ccccc3C2)cc1 (stereo not drawn)	nt	?	13µM*	nt	-33%	nt
30	COc1ccc(CN2CCC(N3CC(C)OC(C)C3)CC2)c(OC)c1 (stereo not drawn)	1	30%[activator]	9%	-16	10%	?
31	Nc1ccccc1NC(=O)c1ccc(CNC(=O)OCc2cccnc2)cc1	-2	nt	nt	7	nt	3%
32	CC(NC(=O)c1ccco1)C1COc2ccccc2O1 (stereo not drawn)	-4	10µM*	nt	-13	?	0%
33	COc1cc2oc(=O)cc(-c3ccc(-c4ccc(OC(F)(F)F)cc4)cc3)c2c(OC)c1OC	24	nt	nt	70*	nt	-9%
34	OC(CNC1CCCCC1)CNC1CCCCC1	-4	?	?	0	-13%	-1%
35	Cc1ccc(S(=O)(=O)Nc2ccc3c(c2)CCC3)cc1C	-4	-12%	5%	-10	-5%	-4%
36	O=C(O)C1CCC(Cn2c(SCc3cc(=O)n4ccccc4n3)nc3ccsc3c2=O)CC1 (stereo not drawn)	-4	?	?	-4	1%	-3%

Additional records:
no.	SMILES	CHX counter	Pf growth 96h	Pf growth 48h	Shiga toxin inh	Sm TGR inh	Giardia FBPA inh
37	CCOC(=O)c1c(NC(=O)OC)sc(C(=O)N(C)C)c1C	6	-6%	-8%	-22	-3%	4%
38	O=C(OCCN1CCCCC1)c1ccc(O)cc1	23*	nt	6%	19	9%	3%
39	C1CN(CC23CC4CC(CC(C4)C2)C3)CCO1	-5	?	-7%	2	-5%	-2%
40	COc1ccc2nc(N3C(=O)/C(=C/c4ccccc4)NC3=S)sc2c1	3	0.83µM*	?	16	-12%	26%
41	CN(C)c1ccc(C(C(=O)NC2CCCC2)N(Cc2cccnc2)C(=O)c2snc(C(N)=O)c2N)cc1 (stereo not drawn)	4	11%	?	-13	7%	-2%
42	CCOC(=O)c1c(SC)[nH]c2c(Cl)cccc2c1=O	-1	38%[activator]	9%	4	-8%	-5%
43	Cc1ccc(C)c(SCC(=O)NNC(=O)c2ccccc2)c1	5	7%	-14%	-3	9%	1%
44	O=C(Oc1cccc(-n2cnnn2)c1)c1ccccc1	-3	-4%	-13%	-13	nt	0%
45	CCC(=O)N(CCc1ccccc1C)Cc1cc2ccc(C)cc2[nH]c1=O	0	0%	-9%	-4	15%	11%
46	CC(=O)c1ccc(S(=O)(=O)N2CCCC2)cc1	43*	nt	7%	82*	45µM*	0%
47	CC(C)(C)c1cc(NC(=O)c2cc(F)c(F)c(F)c2F)no1	8	3%	5%	-3	-9%	2%
48	Cc1ccc(CNC(=O)Cn2nnc(C(=O)Nc3ccc(Br)cc3)c2N)cc1	-9	54%[activator]	9%	15	0%	nt

The list continues:
no.	SMILES	CHX counter	Pf growth 96h	Pf growth 48h	Shiga toxin inh	Sm TGR inh	Giardia FBPA inh
49	Cn1c(=O)n(CCOc2ccc([N+](=O)[O-])cc2)c2ccccc21	26*	0%	11%	67*	-13%	-7%
50	COc1ccc(CC(=O)Nc2c(C(=O)N3CCN(c4ncccn4)CC3)oc3ccccc23)cc1	-3	19%	?	-3	4%	6%
51	O=C(NC1CCCCC1)c1cc(-c2ccc(F)cc2)on1	12*	-27%	75%[activator]	36	-2%	7%
52	Cc1ccc(Cc2c[nH]c(=S)s2)cc1	8	-27%	12%	-5	-19%	12%
53	O=C(CSc1nnc(Cc2cccs2)n1Cc1ccco1)Nc1ccc(Cl)cc1Cl	-2	nt	?	-7	?	14%
54	O=C(Cn1c(=O)c2c(ncn2Cc2ccccc2)n(Cc2ccccc2)c1=O)NC1CC1	-4	?	?	-15	0%	4%
55	O=C1C(Cl)=C(NCC2CCCO2)C(=O)N1c1ccccc1 (stereo not drawn)	-2	nt	31%[activator]	-17	50µM*	3%
56	CSc1cccc(NC(=O)CCn2c(=O)c3cccn3c3cccnc32)c1	14	0%	1%	5	-1%	-18%
57	NC(=S)Nc1ncc(C(F)(F)F)cc1Cl	12	15%	31%[activator]	-9	-3%	?
58	COC(=O)CSCC(=O)Nc1cc2c(cc1C(C)=O)OCO2	-7	20%	22%	30	4%	3%
59	O=C(Nc1nc(-c2ccc(Cl)cc2)cs1)C1CCCO1 (stereo not drawn)	36*	139%[activator]	82%[activator]	91*	-13%	-15%
60	CCOC(=O)C(Cc1ccccc1)NS(=O)(=O)c1ccc(NC(C)=O)cc1 (stereo not drawn)	-4	-3%	1%	-11	14%	4%

Carrying on.
no.	SMILES	CHX counter	Pf growth 96h	Pf growth 48h	Shiga toxin inh	Sm TGR inh	Giardia FBPA inh
61	Cc1ccccc1NC(=O)CN1C(=O)c2cccnc2Oc2ccc(Cl)cc21	0	?	?	18	-11%	nt
62	CN(CCOc1ccc(C=C2C(=O)NC(=O)NC2=O)cc1)c1ccccn1	27*	66%[activator]	-18%	32	?	-3%
63	COc1ccc(NC(=O)CC2C(=O)N(c3ccc(OC)cc3)C(=S)N2NC(=O)c2cccc(F)c2)cc1 (stereo not drawn)	3	43%[activator]	30%	18	-11%	-3%
64	Cc1csc(SCC(=O)Nc2cc(S(=O)(=O)N(C)C)ccc2C)n1	nt	-7%	-12%	nt	-14%	nt
65	O=C1CN(C(=O)CSc2nc(-c3ccccc3)cs2)c2ccccc2N1	-1	?	-19%	8	-3%	3%
66	CCC(=O)N1CCN(c2ccc(NC(=O)c3cc4ccccc4o3)cc2)CC1	16*	51%[activator]	?	42	-7%	-10%
67	CC(=O)c1c(C)nc2nonc2c1N	1	?	15%	20	1%	1%
68	COc1ccc(CCNC(=O)C2CCN(S(C)(=O)=O)CC2)cc1OC	-2	nt	-4%	8	2%	0%
69	Cc1cc(=O)c2c(O)c3c(O)cc(=O)c4c3c3c(cc(O)c1c23)C(C)(C)C=4O	nt	1.5µM*	2.7µM*	nt	nt	-3%
70	COC(=O)c1c(C)[nH]c(C(=O)CC#N)c1C	5	41%[activator]	?	-10	21%	-3%
71	CCn1ccnc1C(O)(c1ccccc1)c1ccccc1	-4	72%[activator]	3%	nt	1%	-22%
72	CN1C(=O)CC(NNC(=O)c2ccc(Cl)cc2)C1=O (stereo not drawn)	2	1%	?	-7	4%	nt

Next section
no.	SMILES	CHX counter	Pf growth 96h	Pf growth 48h	Shiga toxin inh	Sm TGR inh	Giardia FBPA inh
73	COc1ccccc1CNC(=O)C(C)NS(=O)(=O)c1ccc(Br)cc1 (stereo not drawn)	-4	?	?	-2	0%	0%
74	Cc1sc2ncn(CC(=O)N3CCCCC3)c(=O)c2c1S(=O)(=O)N1CCC(C)CC1	-1	?	-7%	-1	24%	8%
75	CCCCCCN(C(=O)CCCCCN1C(=O)NC(c2ccc(-c3ccccc3)cc2)C(C(=O)OCc2ccccc2)=C1C)C(C(=O)NCCCC)c1cccc(C(=O)OC)c1 (stereo not drawn)	-4	1.7µM*	1.9µM*	-5	-3%	5%&0%
76	Clc1ccc(Cc2nc(-c3ccncc3)no2)cc1	17*	-8%	?	38	0%	0%

Assay outcomes deposited in PubChem BioAssay by National Center for Advancing Translational Sciences (NCATS).
